TGFb inhibitor – inhibitors of TGF-b signaling; HepG2 CAGA-GFP TGF-b/SMAD3 reporter, GFP fluorescence, 18 h; TGF-beta stimulated, 500 pg/mL final; Potency, µM (highest dose often 46.1 µM), for inactives: at the highest dose activity, negative = inhibition, usual class: inhibitors; 410,000 compounds, 1.2% hits; further: potency means the concentration at half of the fitted maximal effect; on the % scale 0 is the no-effect control and ±100 the full control effect; nearly all actives have a fitted effect of over 65% in size
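HEPG2 CAGA-GFP reporter cells (1000/well, DMEM with 1% FBS) received compounds, then recombinant TGF-beta at 500 pg/mL final for 18 hours at 37 degrees C. Per-cell GFP summed per well was normalised to unstimulated and stimulated DMSO controls before curve fitting.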
HepG2 viability – counter-screen for TGF-b inhibitors: cytotoxicity in HepG2 cells. 410,000 compounds, 0.76% hits. HepG2 CAGA-GFP viability, ATP luminescence, 18 h. AID 588856. Potency, µM (highest dose often 46.1 µM), for inactives: at the top dose activity change, negative = cytotoxicity, usual class: cytotoxic; further: potency means the concentration at half of the fitted maximal effect; some results filed as inactive show a strong effect at the top dose
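HepG2 CAGA-GFP cells (1000/well, DMEM with 1% FBS) received compound, then TGF-beta at 500 pg/mL final, and were incubated 18 hours at 37 degrees C. Viability was read by CellTiter-Glo luminescence. Media-only wells were set as complete cell-killing and DMSO as no toxicity.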
Mm-Cpn inhibitor – inhibitors of Methanococcus maripaludis chaperonin (MmCpn). purified Mm-Cpn ATPase, ADP Transcreener TR-FRET. Potency, µM (doses to about 76.9 µM), for inactives: at the highest dose activity, negative = inhibition, most hits filed as inhibitors. 330,000 compounds, 0.031% hits; further: potency means the concentration at half of the fitted maximal effect; on the % scale 0 is the no-effect control and ±100 the full control effect; nearly all actives have a fitted effect of over 80% in size
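25 nM Mm-CPN + cpd, 10 min 37°C; + 10 uM ATP, 30 min 37°C; buffer 30 mM Tris pH 7.4, 100 mM KCl, 5 mM MgCl2, 1 mM DTT; Transcreener ADP HTRF detection 30 min RT.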
CCT chaperon mod – cytosolic chaperonin activity modulation. 360,000 compounds, 0.3% hits. activity change, % (concentration not given with the values), hits read low. purified chaperonin ATPase assay, HTRF ADP detection, 30 min; in the data active means activity change below about -30%; further: on the % scale 0 is the no-effect control and ±100 the full control effect
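Enzyme 40 or 20 nM (batch-dependent) in Tris pH 7.4/KCl/MgCl2/DTT; cpd 76 uM single point; ATP 10 uM; 30 min 37 °C; Transcreener ADP HTRF detection, 30 min RT; ratio 665/615.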
Nrf2 activator – activators of Nrf2 (ARE) signaling. AREc32 ARE-luciferase reporter (MCF7-derived line), luminescence, 24 h. Potency, µM (highest dose often 46.1 µM), without a hit: at the top dose activation, actives largely listed as activators. 410,000 compounds, 0.31% hits. AID 624171; further: potency means the concentration at half of the fitted maximal effect; % of control where 0% means no effect; nearly all actives have a fitted effect of over 65% in size
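Each well held 1000 AREc32 cells, which were incubated with compound for 24 hr at 37 deg C after overnight attachment, and ARE reporter activity was quantified by firefly luciferase luminescence.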
Akt phos inh – Akt phosphorylation inhibition; Neuro2A IGF-stimulated pAkt S473 HTRF, 20 min; stronger effect = lower value; activity change, % for hits at 50 µM; 360,000 compounds, 0.32% hits; in the data active means activity change below about -80%; inconclusive means mostly about -51% to -80%; further: on the % scale 0 is the no-effect control and ±100 the full control effect
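Single-point screen (50 µM final compound) in Neuro2A cells stimulated 20 min with 6 nM IGF at 37 deg C. After lysis, Ser473-phosphorylated Akt read by HTRF (ex 330 nm, em 615/665 nm) as the 665/615 ratio.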
Abeta yeast res – A-beta toxicity reversal in yeast. yeast expressing A-beta42, growth rescue, OD600, 48 h; response scale: 0% DMSO, 100% iron-clioquinol control. Potency, µM (doses to about 46.1 µM), for the others: at the highest dose growth rescue, hits mostly activators. 410,000 compounds, 0.063% hits; further: potency means the concentration at half of the fitted maximal effect; nearly all actives have a fitted effect of over 55% in size
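Growth rescue measured by 600 nm absorbance after 48 h yeast culture at 30 C with compound. Values normalized between DMSO and an equimolar ferric chloride plus clioquinol control.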
A549 viability – counter-screen for Nrf2 inhibitors: cytotoxicity in A549 cells. A549 ARE-Fluc cells, CellTiter-Fluor viability, 18-24 h. Potency, µM (doses to about 46 µM), for the others: at the top dose activity change, negative = cytotoxicity, most hits filed as inhibitors. 390,000 compounds, 0.16% hits. AID 504648; further: potency means the concentration at half of the fitted maximal effect; on the % scale 0 is the no-effect control and ±100 the full control effect
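Cytotoxicity counterscreen: CellTiter-Fluor fluorescence was measured in A549 ARE_Fluc cells after 18-24 h of compound exposure in a concentration series. The subsequent BugLite luminescent read reports ARE-luciferase activity.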
Nrf2 block – inhibitors of Nrf2 signaling | 360,000 compounds, 2.1% hits | Potency, µM (titrated, usually from 46 µM), without a hit: at the top dose activity change, negative = inhibition, usual class: inhibitors | A549 ARE-Fluc reporter, luciferase luminescence, 18-24 h; further: potency means the concentration at half of the fitted maximal effect; on the % scale 0 is the no-effect control and ±100 the full control effect; nearly all actives have a fitted effect of over 60% in size
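Quantitative HTS in A549 cells stably bearing an antioxidant response element-firefly luciferase construct. Inhibition of Nrf2-driven transcription was scored by luminescence after 18-24 h of compound exposure at 37 °C.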
Starred values were filed as active, the others as inactive; i = inactive; ? = inconclusive; . = not tested or not shown; [ ] = another dose, or the depositor's remark. Unless noted, the call rests on the fitted dose curve; in most records, active means well fitted curve in the direction sought with a large enough effect; inconclusive means small, poorly fitted or top-dose-only effect, or another doubt; inactive means no such curve, though single readings can be large; an effect the other way counts as inactive or inconclusive.

SMILES | TGFb inhibitor | HepG2 viability | Mm-Cpn inhibitor | CCT chaperon mod | Nrf2 activator | Akt phos inh | Abeta yeast res | A549 viability | Nrf2 block
CCNC(=O)NNC(=O)C1CC(c2cccs2)=NO1 (stereo not drawn) | -14% | -6% | -1% | -0.8 | -0.9% | i | 3% | 1% | 11%
COc1ccc(Cl)cc1NC(=O)CN1CCN(Cc2ccccc2)CC1 | 23% | -33% | 1% | 1.9 | 1.4% | i | -7% | 1% | ?
COc1cc(C(=O)Nn2c(O)c(C3=c4ccccc4=NC3=O)sc2=S)ccc1O | ? | -42% | -4% | -0.6 | 3.4% | i | -11% | 0% | -24%
CC(=O)Nc1cc(-c2ccc(F)cc2)cn2c(-c3ccc(F)cc3)cnc12 | -3% | -2% | . | 2.2 | 15% | i | -11% | . | .
COc1ccc(N(CC(=O)N2CCOCC2)S(C)(=O)=O)c(OC)c1 | 11% | -1% | 1% | -1.9 | 0.1% | i | -10% | 3% | -11%
COc1cccc(CNC(=O)CCC2CCCN(C(=O)c3csc(C(C)C)n3)C2)c1 (stereo not drawn) | -2% | -7% | 1% | -2.5 | -0.4% | i | 8% | 0% | 8%
CC(C)(C)C(=O)NC(=S)Nc1ccc(Cl)c(C(=O)O)c1 | 23% | 0% | -1% | 0.7 | -0.3% | i | 8% | -4% | 5%
COc1ccc(CCNC(=O)CCn2c(=O)c3ccccc3n(Cc3ccccc3C)c2=O)cc1OC | 0% | 1% | . | . | -0.9% | . | 0% | 0% | 9%
Cc1c(C(=O)Nc2ccccc2N2CCN(C)CC2)oc2ccc(F)cc12 | ? | -38% | 1% | -2.6 | 19% | i | -12% | ? | -2%
O=C(COc1ccccc1Cl)Nc1ccc(C(=O)O)cc1NC(=O)COc1ccccc1Cl | -1% | -2% | 2% | -5.4 | -1.6% | i | 3% | 0% | -8%

Entries of single compounds from above. Order of values: TGFb inhibitor	HepG2 viability	Mm-Cpn inhibitor	CCT chaperon mod	Nrf2 activator	Akt phos inh	Abeta yeast res	A549 viability	Nrf2 block
Listed for CCNC(=O)NNC(=O)C1CC(c2cccs2)=NO1 (stereo not drawn) → -14%	-6%	-1%	-0.8	-0.9%	i	3%	1%	11%
Listed for COc1ccc(CCNC(=O)CCn2c(=O)c3ccccc3n(Cc3ccccc3C)c2=O)cc1OC → 0%	1%	.	.	-0.9%	.	0%	0%	9%

More compounds
SMILES | TGFb inhibitor | HepG2 viability | Mm-Cpn inhibitor | CCT chaperon mod | Nrf2 activator | Akt phos inh | Abeta yeast res | A549 viability | Nrf2 block
COc1cc(C=O)ccc1OCCOCCOc1ccc(Cl)cc1Cl | -3% | -15% | . | 0.2 | 3.6% | i | -6% | -1% | -4%
CO/N=C/CC(=O)c1cnc(-c2ccccc2)s1 | 15% | 1% | -7% | 1.3 | 5.3% | i | 2% | 0% | -9%
CC(=O)c1cccc(NC(=O)COc2ccccc2)c1 | 0% | -26% | -2% | -2.7 | 0.5% | . | 12% | 3% | 2%
COc1cccc(NC(=O)Nc2cnccn2)c1 | -11% | 8% | -4% | -2.8 | 4.0% | i | -3% | -3% | ?
O=C(Nc1c2c(nn1-c1ccc(Cl)cc1)CS(=O)(=O)C2)c1ccc(Br)cc1 | ? | -15% | . | . | -0.4% | . | -16% | -20% | .
O=C(CNC(=O)C(c1ccccc1)c1ccccc1)OCC(=O)c1cccs1 | 3% | 11% | 0% | 1.4 | 1.3% | i | 1% | 15% | 11%
NS(=O)(=O)c1cc(C(=O)OCC(=O)Nc2ccc(N3CCCCC3)cc2)ccc1Cl | 24% | -1% | 0% | -1.3 | -0.1% | i | 4% | -12% | 3%
CNc1nc(Nc2ccc(C(C)=O)cc2)nc(OC(C(F)(F)F)C(F)(F)F)n1 | 31% | 8% | 1% | 0.3 | -0.6% | i | -1%[9.22 µM] | 8% | .
CSc1ccccc1NC(=O)C1(C)CCN1C(=O)Cc1ccc(Cl)cc1Cl (stereo not drawn) | 9% | 1% | . | -2.6 | 4.4% | i | 18% | . | .
CCOC(=O)C1CCN(C(=O)c2cccc(NS(=O)(=O)c3ccc(Br)cc3)c2)CC1 | 1% | -5% | 2% | -1.5 | -2.5% | i | 8% | 0% | 7%
O=C(CSc1nc2nn(-c3ccccc3)c(=O)c-2c2n1CCCCC2)NCCc1ccccc1 | 15% | 4% | -1% | -0.3 | -0.3% | i | -1% | -11% | -24%
O=C(OCC(=O)N1CCN(c2ccccc2)CC1)c1ccccc1NCCO | 2% | 5% | -3% | -14 | -0.3% | i | 9% | -8% | -11%
Cc1ccc(Nc2nc(C(=O)N3CCC(C(=O)NCCN4CCOCC4)CC3)cs2)cc1 | 19% | 4% | 0% | -1.6 | 0.0% | i | 25% | 13% | 7%

A different layout for some results above.
Screens in order: TGFb inhibitor | HepG2 viability | Mm-Cpn inhibitor | CCT chaperon mod | Nrf2 activator | Akt phos inh | Abeta yeast res | A549 viability | Nrf2 block
CO/N=C/CC(=O)c1cnc(-c2ccccc2)s1
 : 15% | 1% | -7% | 1.3 | 5.3% | i | 2% | 0% | -9%
CC(=O)c1cccc(NC(=O)COc2ccccc2)c1
 : 0% | -26% | -2% | -2.7 | 0.5% | . | 12% | 3% | 2%
COc1cccc(NC(=O)Nc2cnccn2)c1
 : -11% | 8% | -4% | -2.8 | 4.0% | i | -3% | -3% | ?
O=C(Nc1c2c(nn1-c1ccc(Cl)cc1)CS(=O)(=O)C2)c1ccc(Br)cc1
 : ? | -15% | . | . | -0.4% | . | -16% | -20% | .
O=C(CNC(=O)C(c1ccccc1)c1ccccc1)OCC(=O)c1cccs1
 : 3% | 11% | 0% | 1.4 | 1.3% | i | 1% | 15% | 11%
NS(=O)(=O)c1cc(C(=O)OCC(=O)Nc2ccc(N3CCCCC3)cc2)ccc1Cl
 : 24% | -1% | 0% | -1.3 | -0.1% | i | 4% | -12% | 3%
CNc1nc(Nc2ccc(C(C)=O)cc2)nc(OC(C(F)(F)F)C(F)(F)F)n1
 : 31% | 8% | 1% | 0.3 | -0.6% | i | -1%[9.22 µM] | 8% | .
CSc1ccccc1NC(=O)C1(C)CCN1C(=O)Cc1ccc(Cl)cc1Cl (stereo not drawn)
 : 9% | 1% | . | -2.6 | 4.4% | i | 18% | . | .
CCOC(=O)C1CCN(C(=O)c2cccc(NS(=O)(=O)c3ccc(Br)cc3)c2)CC1
 : 1% | -5% | 2% | -1.5 | -2.5% | i | 8% | 0% | 7%
O=C(CSc1nc2nn(-c3ccccc3)c(=O)c-2c2n1CCCCC2)NCCc1ccccc1
 : 15% | 4% | -1% | -0.3 | -0.3% | i | -1% | -11% | -24%
O=C(OCC(=O)N1CCN(c2ccccc2)CC1)c1ccccc1NCCO
 : 2% | 5% | -3% | -14 | -0.3% | i | 9% | -8% | -11%
